Bioassay records from PubChem.
PHOSPHO1 block: blocks human PHOSPHO1 phosphatase activity. Q8TCT1. recombinant PHOSPHO1, absorbance phosphatase assay. inhibition, % at 13.3 µM. actives 1.1% (n = 290,000). AID 1565; in the data active means inhibition above about 60%
OXTR ag: human OXTR agonism | CHO-OTR cells, Fluo-8 calcium fluorescence; normalized: DMSO 0%, oxytocin 100% | actives 0.32% (n = 320,000) | activation, % at 3 µM;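 active means activation above the mean of all tested compounds plus 3 SD, cutoff set per screening run, cut at about 20% in these data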;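 further: peak over basal fluorescence ratio from a 100 s FLIPR kinetic read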
GPR7 antagonist: antagonists of human GPR7 (neuropeptides B/W receptor 1). P48145. GPR7-expressing cells, fluorescence antagonist assay. inhibition, % at 4.4 µM. actives 1.1% (n = 290,000); in the data active means inhibition above about 16%, passing the limit was not always enough;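 further: cells stimulated with the agonist NPW; 0% = agonist with vehicle and 100% = vehicle without agonist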
MEKK3 PB1 HTS: modulators (inhibitors or enhancers) of MEK5 binding to human MEKK3 PB1 domain; Q99759; bead-based flow cytometry, Alexa488-MEK5 binding to MEKK3; actives lie on both sides; 0 = blocked by unlabeled MEK5, 100 = vehicle; binding response (% of control), % at 10 µM; actives 1.4% (n = 290,000); AID 1529;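 active means binding response more than 3 SD above or below the average of its plate-row segment, actives on both sides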;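 further: Alexa488 bead fluorescence after subtracting the streptavidin-only scavenger bead signal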
Target sequence (Q99759 whole entry, looked up, the tested form may be a part): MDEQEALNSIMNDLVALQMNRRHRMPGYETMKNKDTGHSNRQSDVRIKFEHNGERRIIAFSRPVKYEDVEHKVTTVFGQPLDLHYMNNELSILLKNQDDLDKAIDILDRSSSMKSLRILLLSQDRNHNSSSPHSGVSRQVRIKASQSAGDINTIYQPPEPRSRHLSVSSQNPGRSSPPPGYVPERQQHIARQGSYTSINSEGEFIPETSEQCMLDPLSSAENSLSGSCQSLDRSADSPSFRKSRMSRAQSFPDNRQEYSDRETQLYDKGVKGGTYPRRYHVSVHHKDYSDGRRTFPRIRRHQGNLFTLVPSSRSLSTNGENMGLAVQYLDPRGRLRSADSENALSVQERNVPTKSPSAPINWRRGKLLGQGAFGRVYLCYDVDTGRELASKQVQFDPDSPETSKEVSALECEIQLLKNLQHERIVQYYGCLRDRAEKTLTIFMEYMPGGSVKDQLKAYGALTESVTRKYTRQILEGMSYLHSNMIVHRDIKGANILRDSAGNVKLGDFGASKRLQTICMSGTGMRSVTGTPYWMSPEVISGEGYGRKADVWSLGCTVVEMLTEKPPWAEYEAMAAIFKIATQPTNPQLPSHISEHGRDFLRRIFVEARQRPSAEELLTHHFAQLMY
MEKK2wt PB1 HTS: raises or lowers MEK5 binding to wildtype human MEKK2 PB1 domain | Q9Y2U5 | bead flow cytometry, Alexa488-MEK5 binding to MEKK2 WT; actives lie on both sides | binding response (% of control), % at 10 µM | actives 1.1% (n = 290,000) | AID 1531; in the data active means binding response below about 67% or above about 130%
GalR3 antagonist: human GalR3 antagonism; O60755; HEK293 GalR3-CNG cAMP membrane potential fluorescence; galR3 body fused to GalR1 C-terminus; inhibition, % at 3 µM; actives 0.44% (n = 360,000); AID 651719;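 active means inhibition above the screen-wide average plus 3 SD, cut at about 13% in these data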;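 further: forskolin and galanin both at EC90 stimulate the cells; cAMP rise reported by CNG channel membrane potential dye signal; 0% = forskolin plus galanin with DMSO and 100% = forskolin alone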
V1aR counter: activates human V1a receptor in oxytocin agonist counter-screen | P37288 | CHO-V1R cells, Fluo-8 calcium fluorescence, agonist mode; 0% DMSO, 100% 3 nM vasopressin | activation, % at 3 µM | actives 0.25% (n = 320,000);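 active means activation above the mean activation of all tested compounds plus 3 SD, per screening run, cut at about 20% in these data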;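 further: signal is peak over basal fluorescence ratio across a 100 second FLIPR read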
Target sequence (P37288 whole entry, looked up): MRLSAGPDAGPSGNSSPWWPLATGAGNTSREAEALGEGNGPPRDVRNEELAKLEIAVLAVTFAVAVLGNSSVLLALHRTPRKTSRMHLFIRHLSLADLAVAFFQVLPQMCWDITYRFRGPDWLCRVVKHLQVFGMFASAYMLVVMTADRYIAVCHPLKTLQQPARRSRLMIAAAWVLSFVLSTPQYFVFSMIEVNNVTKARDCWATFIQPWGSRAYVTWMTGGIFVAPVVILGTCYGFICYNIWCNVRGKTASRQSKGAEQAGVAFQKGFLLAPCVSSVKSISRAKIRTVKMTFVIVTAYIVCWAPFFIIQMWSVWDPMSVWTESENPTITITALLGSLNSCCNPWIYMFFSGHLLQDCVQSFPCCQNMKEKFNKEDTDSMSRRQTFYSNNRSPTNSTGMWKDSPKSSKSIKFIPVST
MEKK2 mut-MEK5: signal of MEK5 binding to mutant human MEKK2 PB1 domain | bead flow cytometry, Alexa488-MEK5 binding to MEKK2 mutant | percent response, % at 10 µM | actives 0.35% (n = 290,000) | AID 1530; in the data active means percent response above about 24%, passing the limit was not always enough; further: inactives centre near 1; some results filed as inactive read as strong as hits; reference of the scale not given here
NALP1 yeast inh: blocks the NALP1 inflammasome reconstituted in yeast; S. cerevisiae NALP1/ASC/caspase-1 growth, X-gal OD620, 72 h; actives 0.61% (n = 280,000); AID 2071; inhibition, % at 10 µM; in the data active means inhibition mostly above about 24%, no sharp cut-off; inactive means mostly below about 32%; further: some compounds called inactive have numbers as strong as hits
Numbers without * were called inactive; / = not tested or not shown.

A first look:
SMILES	PHOSPHO1 block	OXTR ag	GPR7 antagonist	MEKK3 PB1 HTS	MEKK2wt PB1 HTS	GalR3 antagonist	V1aR counter	MEKK2 mut-MEK5	NALP1 yeast inh
CN(C)CCCNc1ncnc2c1c(-c1ccccc1)cn2-c1ccccc1	4.7	-1.2	2.6	102.0	128.0	-5.1	1.5	7.0	26.9
CCOC(=O)C1=C(C)OC(N)=C(C#N)C1c1cc(F)ccc1F (configuration not stated)	-4.2	-2.2	-11.3	93.0	95.0	-2.2	-0.6	-4.0	5.6
CCOC(=O)N1C2=NC(C(=O)OC)=C(C(=O)OC)[C@@H]3N(C)c4ccccc4[C@]23C[C@H]1C(=O)OC	22.1	0.6	/	101.0	87.0	-0.5	1.6	-10.0	-9.1
Cc1ccccc1NS(=O)(=O)c1c(C(=O)N2CCCCCC2)c(C)n(C)c1C	23.9	0.0	-1.5	103.0	101.0	-12.3	0.3	4.0	-14.3

Results (from the top)
SMILES	PHOSPHO1 block	OXTR ag	GPR7 antagonist	MEKK3 PB1 HTS	MEKK2wt PB1 HTS	GalR3 antagonist	V1aR counter	MEKK2 mut-MEK5	NALP1 yeast inh
CN(C)CCCNc1ncnc2c1c(-c1ccccc1)cn2-c1ccccc1	4.7	-1.2	2.6	102.0	128.0	-5.1	1.5	7.0	26.9
CCOC(=O)C1=C(C)OC(N)=C(C#N)C1c1cc(F)ccc1F (configuration not stated)	-4.2	-2.2	-11.3	93.0	95.0	-2.2	-0.6	-4.0	5.6
CCOC(=O)N1C2=NC(C(=O)OC)=C(C(=O)OC)[C@@H]3N(C)c4ccccc4[C@]23C[C@H]1C(=O)OC	22.1	0.6	/	101.0	87.0	-0.5	1.6	-10.0	-9.1
Cc1ccccc1NS(=O)(=O)c1c(C(=O)N2CCCCCC2)c(C)n(C)c1C	23.9	0.0	-1.5	103.0	101.0	-12.3	0.3	4.0	-14.3
CC(C)CC(NS(=O)(=O)c1ccccc1)C(=O)O (configuration not stated)	-11.5	1.4	-2.2	100.0	101.0	-4.7	-0.8	3.0	3.0
O=C(O)CC/C(=C\c1cc([N+](=O)[O-])ccc1Cl)c1nc2ccccc2s1	0.1	-1.5	10.6	83.0	94.0	-8.7	0.4	-2.0	30.2
Cc1[nH]n(C(N)=S)c(=O)c1N=Nc1ccc([N+](=O)[O-])cc1Cl	-2.6	/	-2.2	101.0	100.0	-7.3	/	0.0	7.6
Fc1ccccc1/C=N/Nc1nn[nH]n1	21.6	0.6	-2.2	85.0	92.0	-3.0	-0.5	-9.0	-5.8
CCCOCc1ccc(O)c2ncccc12	21.9	-0.5	3.9	97.0	92.0	-3.1	0.4	-1.0	/
CN1CCN(NC(=O)c2cccs2)CC1	32.0	0.0	-1.4	95.0	99.0	-5.1	0.4	0.0	-4.0
Cc1nnc2n1N=C(c1ccc3c(c1)NC(=O)CO3)CS2	10.5	0.5	-10.0	95.0	104.0	2.8	1.6	-8.0	-10.5
C=CCNC(=O)NC(=O)COn1nnc2ccc(S(=O)(=O)N(C)C)cc21	-4.0	0.8	-7.0	93.0	96.0	1.8	-0.2	0.0	3.8
O=C(Nc1ccccc1Cc1ccccc1)c1ccccc1F	14.5	-1.9	-2.6	100.0	103.0	3.4	-1.2	0.0	2.3
O=C(COC(=O)c1ccc(S(=O)(=O)Nc2ccccc2)cc1)NCc1ccco1	1.7	11.6	2.3	101.0	98.0	-5.2	6.1	-3.0	1.0
COc1cc(C(C)=O)ccc1OCC(O)CN1CCN(S(=O)(=O)c2ccccc2)CC1 (configuration not stated)	5.4	0.1	12.8	98.0	99.0	-1.5	-0.3	-5.0	11.4
COc1ccc(C(=O)NC2CC2)cc1OC1CCN(Cc2ccc(SC)cc2)CC1	27.3	0.9	3.6	103.0	102.0	-6.8	1.4	3.0	10.9
COc1ccc(CCN2C(=O)NC(NC(=O)C(C)(C)C)(C(F)(F)F)C2=O)cc1OC (configuration not stated)	-11.7	-1.1	-11.4	108.0	108.0	-6.4	0.2	-1.0	25.3
CC(=O)NCc1ccc(C(=O)O)cc1	38.3	2.0	-15.5	91.0	85.0	-5.7	-0.2	-20.0	/
Cc1ccc(OCC(=O)N/N=C\c2cccn2C)c([N+](=O)[O-])c1	24.0	7.5	5.8	104.0	105.0	-6.5	6.9	4.0	12.3
C#CCNc1nc(C)nc2c1nnn2Cc1ccccc1F	15.2	-0.5	-12.0	103.0	110.0	-0.9	-1.0	2.0	0.3
O=C1/C(=N\O)Cc2ccccc21	19.2	0.6	27.3*	95.0	99.0	-3.5	0.5	1.0	8.6
COc1ccc(-c2cnc[nH]2)cc1	44.0	1.2	-4.6	111.0	106.0	-2.8	0.5	1.0	10.0
COc1ccc(NC(=O)CSc2nc(O)c(Cc3ccccc3)c(=O)[nH]2)cc1	16.3	-0.4	-4.7	92.0	96.0	-4.6	-0.1	-2.0	28.9
Cc1ccc(-n2c(Cc3noc4ccccc34)n[nH]c2=S)cc1	-80.1	-0.1	-11.7	102.0	99.0	4.1	1.1	1.0	11.8
COc1ccc(O[C@H]2C=C[C@@H](c3ccccc3)O[C@@H]2COC(=O)CCC(C)=NO[C@@H]2O[C@H](COC(C)=O)[C@@H](OC(C)=O)[C@H](OC(C)=O)[C@H]2OC(C)=O)cc1	-1.4	/	-4.2	87.0	90.0	/	/	4.0	32.5
Cc1ccc(CNC(=O)CCCn2c(=O)c3ccccc3n(CC(=O)NC3CCCC3)c2=O)cc1	17.5	-0.8	-3.2	103.0	103.0	-2.1	0.1	3.0	5.8
CCCCNC(=O)C1CCCN1C(=O)Nc1ccccc1 (configuration not stated)	9.2	-0.5	-5.4	106.0	100.0	12.4	0.9	5.0	-5.5
COc1ccccc1COn1c(=O)c(-c2ccco2)[n+]([O-])c2ccccc21	34.2	-2.6	8.4	104.0	103.0	-5.4	-1.2	6.0	-6.1
CCN(CC)C(=O)Oc1ccnc2cc(Cl)ccc12	37.0	4.8	-4.1	101.0	96.0	-2.8	4.7	-5.0	9.9
Cc1n[nH]c(C)c1CCCOc1ccccc1	30.0	2.5	-8.3	94.0	99.0	-3.7	5.0	3.0	19.1
Cc1ccccc1-c1nnc(SCC(=O)NCc2ccc3c(c2)OCO3)n1C	12.8	0.5	-3.0	108.0	105.0	-3.1	0.3	5.0	-8.4
CCCCOc1ccc(C(=O)N/C(=C\c2ccc(OC)cc2)C(=O)OCc2ccco2)cc1	6.0	1.9	6.8	103.0	99.0	0.5	2.2	-2.0	21.0
COc1ccccc1CNC(=O)CCCC(=O)n1nc(C)c2ccccc21	38.8	-1.4	0.3	104.0	103.0	1.8	0.4	0.0	15.4
CCc1nnc(NC(=O)CCC(=O)N2CCN(c3cccc(Cl)c3)CC2)s1	26.3	0.6	7.7	99.0	100.0	1.6	3.4	5.0	18.9
O=S1(=O)CCN(Cc2ccc(F)cc2)CC1	34.2	0.2	6.8	103.0	99.0	-6.3	0.0	0.0	4.0
O=C(CC1C(=O)NCCN1Cc1ccc(F)cc1)NC1CCCCCCC1 (configuration not stated)	64.9*	0.6	3.7	94.0	108.0	4.5	2.8	13.0	-3.9
NNC(=O)c1cc(-c2ccc(N)cc2)nc2ccc(Br)cc12	38.6	0.5	10.1	99.0	95.0	-4.9	6.4	0.0	18.7
Cc1ccc(NC(=O)c2ccc(-n3cccn3)c([N+](=O)[O-])c2)cc1	41.7	8.8	-6.9	99.0	96.0	-1.0	8.0	-3.0	6.0
O=c1[nH]c2ccc(N/C(=N/S(=O)(=O)c3ccccc3)c3ccccc3)cc2[nH]1	23.1	0.0	10.9	106.0	115.0	-11.6	1.1	12.0	3.4
On1c(-c2ccco2)nc2c1CCc1nonc1-2	-12.9	1.2	-0.5	99.0	105.0	-1.2	0.1	1.0	6.3
C=CCSc1nc2sc(C)c(C)c2c(=O)n1CC=C	-1.9	-2.3	1.5	103.0	102.0	0.6	-1.0	2.0	5.0
CCOc1ccc(NC(=O)CCC(=O)O)cc1	21.7	-0.7	9.0	99.0	99.0	-2.0	-0.8	1.0	20.6
Cc1c(OCc2ccccc2)c(=O)ccn1Cc1ccccc1	-30.9	0.3	-2.1	97.0	105.0	-1.2	1.3	2.0	0.5
CCn1c(=S)sc2c(=O)n(CC(=O)Nc3ccccc3)c(C)nc21	11.9	1.1	-7.0	104.0	110.0	-2.1	4.8	7.0	24.8
O=C(Nc1ccccc1N(C(=O)c1ccco1)S(=O)(=O)c1cccs1)c1ccco1	-0.3	-1.1	-1.0	110.0	110.0	-0.9	0.0	-6.0	-11.8
Cc1ccc2c(c1)-c1c(cnn1CC(=O)Nc1ccccc1N1CCN(C)CC1)CO2	4.9	3.5	4.7	109.0	123.0	/	5.3	15.0	20.4
OCC[C@@H]1C[C@@H](O)[C@H](O)[C@@]2(CCCCO2)O1	/	1.0	/	104.0	107.0	-1.4	0.5	2.0	/
COc1ccc(NC(=O)NNC(=O)c2cc3ccccc3cc2O)cc1	9.4	-0.7	-2.6	106.0	104.0	-2.0	-0.2	5.0	4.7
COc1ccc(/C=C/C(=O)OCCNC(=O)c2ccncc2)cc1OC	31.7	1.5	-13.4	103.0	98.0	1.1	0.7	-2.0	-3.0
COc1ccc(-c2nnc(SCC(=O)Nc3cccc(Cl)c3)o2)cc1	49.5	0.0	16.7	101.0	101.0	-4.3	1.7	-3.0	13.9
CC(C)C1Oc2ccccc2N(CC(=O)N(C)C2CCCCC2)C1=O (configuration not stated)	14.2	-1.4	2.8	101.0	94.0	3.9	-0.5	-2.0	-0.7
Cc1ccc(Cl)cc1N1CCN(Cc2cc3c(cc2O)CCC3)CC1	0.2	-1.1	4.2	105.0	113.0	-4.4	-0.4	0.0	-21.9
Cc1occc1C(=O)Nc1cc(C(F)(F)F)ccc1Cl	-4.6	-2.0	4.0	101.0	102.0	3.3	-1.8	-2.0	12.9
CN1/C(=C\C(=O)COC(=O)c2ccc(O)cc2)C(C)(C)c2ccccc21	-14.5	4.9	-13.6	89.0	81.0	-4.5	6.1	-5.0	7.9
Cc1cc(C)cc(NS(=O)(=O)c2ccc3[nH]c(=O)ccc3c2)c1	38.1	/	-1.1	112.0	112.0	-3.9	/	16.0	-5.3
COc1ccc(S(=O)(=O)N2CCNCC2)cc1OC	20.0	0.9	-23.1	99.0	100.0	-4.5	0.4	-1.0	20.8
CCCc1nc2ccc(NC(=O)c3ccco3)cc2c(=O)n1Cc1ccc(Cl)cc1	27.4	-1.2	-2.4	118.0	100.0	-1.3	1.1	3.0	19.9
CN(C)CCCCOc1ccc(Br)cc1Cl	30.5	4.3	29.2*	90.0	97.0	-5.5	2.2	-1.0	18.7
O=CNC(=O)c1ccccc1C(=O)O	24.2	-0.2	-10.0	102.0	106.0	0.3	0.4	9.0	4.5
COc1ccc(CNC(=O)Nc2ccc(C)c(C)c2)cc1	15.3	-2.1	-14.7	102.0	101.0	-5.8	0.0	0.0	18.1
Additional entries:
SMILES	PHOSPHO1 block	OXTR ag	GPR7 antagonist	MEKK3 PB1 HTS	MEKK2wt PB1 HTS	GalR3 antagonist	V1aR counter	MEKK2 mut-MEK5	NALP1 yeast inh
O=C(CSc1ncn[nH]1)Nc1ccnc2ccccc12	8.6	2.4	1.5	102.0	104.0	3.6	2.2	1.0	-3.1
CN1CCN(CC(=O)Nc2ccc(S(=O)(=O)N(C)C)cc2)CC1	-3.1	-0.1	15.2	100.0	99.0	-9.3	0.2	11.0	6.0
O=C(COC(=O)Cn1cnc2ccccc21)Nc1cccc2c1C(=O)c1ccccc1C2=O	-6.0	0.0	-1.9	102.0	107.0	2.2	1.0	12.0	22.5
CSc1cccc(NC(=O)Nc2ccccc2C(N)=O)c1	25.7	-0.3	2.1	96.0	91.0	-11.9	1.7	-1.0	-13.9
CCOC(=O)c1cnc2c(OC)cccc2c1Oc1ccccc1	/	-1.3	1.5	100.0	101.0	2.4	-1.1	4.0	-6.6
